Vif-A3G inh: inhibitors of Vif-APOBEC3G interaction; Q9HC16; HeLa A3G-eYFP + Vif (tagged APOBEC3G with the HIV-1 protein that degrades it), YFP fluorescence, overnight; Potency, µM (series often up to 46.1 µM), without a hit: at the highest dose activity, negative = active, usual class: inhibitors; actives 0.076% (n = 410,000);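 note: potency is the fitted concentration of half-maximal effect; % is set by controls: 0 for no effect and ±100 for the full control effect; nearly all actives have a fitted effect of over 60% in size; hits raise eYFP signal because A3G escapes Vif-driven loss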
Target sequence (Q9HC16 whole entry, looked up): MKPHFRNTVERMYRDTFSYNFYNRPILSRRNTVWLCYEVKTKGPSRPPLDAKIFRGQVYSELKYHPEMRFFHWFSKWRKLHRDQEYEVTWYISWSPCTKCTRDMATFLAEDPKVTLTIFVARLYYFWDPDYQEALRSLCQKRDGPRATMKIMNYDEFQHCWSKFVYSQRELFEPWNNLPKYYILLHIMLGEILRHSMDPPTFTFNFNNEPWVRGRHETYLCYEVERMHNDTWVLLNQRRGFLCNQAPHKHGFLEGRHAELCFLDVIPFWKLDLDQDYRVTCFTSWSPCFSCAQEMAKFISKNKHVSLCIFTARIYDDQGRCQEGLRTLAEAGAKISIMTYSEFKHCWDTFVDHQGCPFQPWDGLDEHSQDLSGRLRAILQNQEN
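HeLa cells stably expressing Vif and C-terminally eYFP-tagged A3G, seeded overnight at 37 deg C, then exposed to compound by pintool overnight at 37 deg C. Rise in yellow fluorescence (Ex 488/Em 500-530, Acumen) marks blocked Vif-driven A3G degradation.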
RGS4 inhibitor: blocks human RGS4-accelerated GTP hydrolysis | Transcreener GDP fluorescence polarization, RGS4-accelerated GTP hydrolysis | actives 0.039% (n = 390,000) | Potency, µM (series often up to 114 µM), inactives show at the top dose activity change, negative = inhibition, actives largely listed as inhibitors; note: potency is the fitted concentration of half-maximal effect; % is set by controls: 0 for no effect and ±100 for the full control effect; nearly all actives have a fitted effect of over 75% in size; some results filed as inactive show a strong effect at the top dose
Target sequence (P49798 whole entry, looked up): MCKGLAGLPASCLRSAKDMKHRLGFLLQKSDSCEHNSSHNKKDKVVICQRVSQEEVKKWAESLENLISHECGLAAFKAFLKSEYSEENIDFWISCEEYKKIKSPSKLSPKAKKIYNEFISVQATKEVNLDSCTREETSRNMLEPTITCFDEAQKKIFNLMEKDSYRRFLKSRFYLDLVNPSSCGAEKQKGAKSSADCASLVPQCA
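MLSMR compounds (23 nl, pin-transferred) preincubated 10 min at room temperature with a 500nM (2x) first reagent, then RGS4 at 900nM (2x) plus Transcreener GDP mix added; fluorescence polarization (620/688 nm) read before and after 90 min at 30 °C.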
LDHA inh: LDHA (human) enzyme inhibition; P00338; purified LDHA, NADH/diaphorase-resazurin fluorescence; stronger effect = lower value; activity change, % (values are at about 110 or 230 µM); actives 0.15% (n = 480,000); AID 1347041; in the data active = activity change below about -30%; inconclusive = mostly about -25% to -30%;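 note: plate controls were DMSO wells for no effect and wells without enzyme for full effect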
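Human LDH5 at 2 nM final in Tris HCl pH 7.4 with 0.06 mM NADH and 0.2 mM pyruvate, reacted 5 minutes at room temperature. Remaining NADH coupled via diaphorase/resazurin; resorufin fluorescence read at 0 and 20 minutes, normalized to enzyme-free and DMSO wells.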
Glioma ERSR ind: induces the endoplasmic reticulum stress response in human glioma cells | U87-MG GRP78 promoter luciferase reporter, 16 h | Potency, µM, for the others: at the top dose activation, actives largely listed as activators | actives 0.02% (n = 420,000) | AID 602332; note: potency is the fitted concentration of half-maximal effect; series mostly up to about 76 µM; % of control where 0% means no effect; nearly all actives have a fitted effect of over 35% in size
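Stably transfected U87-MG glioma cells carrying a GRP78-based luciferase sensor; 16 h compound incubation. Luminescence end-point read 10 min after Bright-Glo addition at room temperature.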
D2 antagonist: D2 dopamine receptor (human) antagonism; inhibition, % at 10 µM; P14416; actives 2% (n = 340,000); HEK293 TREx D2 cells, calcium flux, dopamine EC80; in the data active = inhibition above about 30%; note: 0% is about no effect
Target sequence (P14416 whole entry, looked up): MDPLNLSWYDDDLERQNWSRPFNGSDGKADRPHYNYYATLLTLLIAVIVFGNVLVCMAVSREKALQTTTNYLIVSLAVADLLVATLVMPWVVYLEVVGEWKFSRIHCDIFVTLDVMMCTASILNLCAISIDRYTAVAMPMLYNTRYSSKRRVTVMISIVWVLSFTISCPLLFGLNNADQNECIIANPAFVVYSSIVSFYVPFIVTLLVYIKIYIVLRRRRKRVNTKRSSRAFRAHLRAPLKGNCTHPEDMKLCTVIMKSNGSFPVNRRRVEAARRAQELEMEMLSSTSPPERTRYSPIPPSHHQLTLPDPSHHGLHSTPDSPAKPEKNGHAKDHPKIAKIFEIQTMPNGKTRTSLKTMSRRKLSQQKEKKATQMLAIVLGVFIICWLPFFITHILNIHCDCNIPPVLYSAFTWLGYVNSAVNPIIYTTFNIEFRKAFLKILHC
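Dopamine at EC80 is the agonist stimulus; test compounds precede it by 180 s. Calcium flux read kinetically in a force-coupled, inducible HEK293 T-REx D2 cell line.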
Vif-APOBEC3F blk: blocks the Vif interaction with APOBEC3F; actives 0.2% (n = 390,000); HeLa A3F-eYFP + Vif (tagged APOBEC3F with the HIV-1 protein that degrades it), YFP fluorescence increase; AID 602313; Potency, µM (doses to about 46.1 µM), for inactives: at the top dose activity, negative = active; note: potency is the fitted concentration of half-maximal effect; % of control where 0% means no effect; nearly all actives have a fitted effect of over 65% in size
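Fluorescence increase (Ex 488/Em 500-530) after overnight compound treatment at 37 deg C flags inhibition of Vif-driven A3F-eYFP loss in stable HeLa A3F-eYFP/Vif cells seeded overnight beforehand.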
ALOX12 inh: blocks human arachidonate 12S-lipoxygenase; P18054; actives 1.1% (n = 580,000); purified 12hLO, xylenol orange hydroperoxide absorbance; Potency, µM (titrated, usually from 108 µM), inactives show top-dose activity change, negative = inhibition, usual class: inhibitors; AID 1671190; note: potency is the fitted concentration of half-maximal effect; % is set by controls: 0 for no effect and ±100 for the full control effect
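Purified human 12hLO at 150 nM in 25 mM Hepes, 0.01% Triton X-100, pH 7.0, preincubated 15 min at room temperature with compound. Reaction started with 40 uM arachidonic acid, 30 min at room temperature. Hydroperoxide measured by Fe-xylenol orange, 573/405 nm absorbance ratio.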
D2 ag: activates the human D2 dopamine receptor; P14416; actives 0.53% (n = 340,000); HEK293 T-REx D2 cells, calcium flux agonist mode; activation, % at 2 µM;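 active = activation over 3 SD above normal in the single-dose calcium agonist read, cut at about 30% in these data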; note: 0% is about no effect
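Agonism is scored from calcium flux in a force-coupled, inducible HEK293 cell line expressing D2, read kinetically for 180 s after compound addition against dopamine controls.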
ERG-DNA inh: ERG Ets/DNA interaction inhibition; fluorescence polarization, His-ERG Ets domain / labelled DNA; AID 624246; Potency, µM (series often up to 76.9 µM), for the others: at the highest dose FP activity, negative = inhibition, hits mostly inhibitors; actives 0.028% (n = 370,000); P11308; active = well fitted inhibition curve with a large enough effect in the polarisation, with a control signal flat; inconclusive = small, poorly fitted or top-dose-only effect, or effect the other way, or a change in a side signal; inactive = no such curve, though single readings can be large or run the other way; the % refers to the polarisation;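 note: polarization taken with two DNA probes labelled with fluorescein and Texas red; potency is the fitted concentration of half-maximal effect; % of control where 0% means no effect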
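His-tagged ERG Ets domain (1 uM in the protein solution; 300mM KCl, 50mM Tris-HCl, 1mM EDTA, 1mM DTT, pH 7.5) received compound, then a probe mix of 5 nM fluorescein-DNA and 100nM Texas-615-DNA. Fluorescence polarization was read for both dyes.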
* hit, by the source's call; i = inactive; ? = inconclusive; . = not tested or not shown; & = joins results of further samples; [ ] = remark or other dose. Unless noted, calls come from the whole dose curve; as a rule, active = well fitted curve in the direction sought with a large enough effect; inconclusive = small, poorly fitted or top-dose-only effect, or another doubt; inactive = no such curve, though single readings can be large; an effect the other way counts as inactive or inconclusive. These rows are one share of the data, so the mix of outcomes need not match the whole.

smiles,Vif-A3G inh,RGS4 inhibitor,LDHA inh,Glioma ERSR ind,D2 antagonist,Vif-APOBEC3F blk,ALOX12 inh,D2 ag,ERG-DNA inh
C/C(=N\NC(=O)c1nnn(-c2nonc2N)c1-c1ccccc1)c1cccnc1,-1%,23%,-2,-2%,12,1%,20%,-0.9,8%
CC(C)OC(=O)CN1C(=O)c2ccccc2C1=O,0%,-7%,-7,-4%,1,.,-11%,0.7,16%
Cc1cc(O)c(NC(=O)c2cc([N+](=O)[O-])ccc2Cl)cc1C,-21%,10%,-14,2%,12,19%,-9%,-0.4,-1%
CCOC(=O)c1nc(-c2ccccc2)sc1C(C)=O,2%,16%,-5,-1%,-13,-1%,20%,0.5,-9%
COc1ccccc1/C=C/CN1CCCC(CCC(=O)NCc2ccccc2F)C1 (stereo not given),-8%,12%,0,0%,.,10%,0%,.,-6%
Cc1cc(C)nc(Sc2ccc([N+](=O)[O-])cc2[N+](=O)[O-])n1,-9%,-6%,1,-2%,-7,8%,1%,0.0,-1%
Cn1c(SCC(=O)NC2CC2)nnc1-c1ccccn1,-2%,5%,-5,-2%,4,2%,-19%,1.0,-11%
Cc1ccc(S(=O)(=O)NC(C(=O)OCC(=O)NC(=O)c2cccn2C)C(C)C)cc1 (stereo not given),0%,24%,4,-4%,.,-4%,44%[activator],.,-4%
CCOc1cc(-c2nnc(SCC(=O)NCCCOC)nc2-c2ccc(OC)c(OCC)c2)ccc1OC,1%,-2%,-3,-2%,.,6%,1%,-0.2,-3%
CCCCC(CC)COC(=O)C(C#N)=C(c1ccccc1)c1ccccc1 (stereo not given),1%,-3%,-5,-3%&-2%,-3,4%,5%,0.1,9%
O=C(N/N=C/c1cc([N+](=O)[O-])ccc1O)c1cc(-c2ccccc2)nc2ccccc12,-13%,-10%,-9,-5%,-22,2%,-17%,-1.6,-17%
CN1C(=O)c2ccc(S(=O)(=O)c3ccc(C(=O)O)cc3)cc2C1=O,-6%,15%,-6,-3%,11,1%,4%,0.7,.
O=C(Cn1c(=O)n(-c2cccc(Cl)c2)c(=O)c2sc3ccccc3c21)NC1CCCCC1,1%,-4%,6,2%,.,-17%,-27%,-1.0,2%
O=C(Cn1cc([N+](=O)[O-])ccc1=O)N1CCCc2ccccc21,0%,40%,-4,-5%,3,-8%,6%,-0.5,3%
CN(C)CC(C)(C)CNC(=O)c1cc(=O)c2ccccc2o1,-3%,-36%,3&-4,-2%,0,-3%,-26%&-25%,-1.9,0%
Cc1nn2c(C)c(C(=O)NCC(C)c3ccccc3)cnc2c1-c1ccccc1 (stereo not given),-8%,-3%,-4,-3%,.,7%,0%,-0.1,0%
CCCCn1c(C(C)NC(=O)CC)nc2ccccc21 (stereo not given),2%,-2%,4,-2%,-2,-6%,9%,0.0,14%
COc1ccc(CC(C)Nc2cccc(SC)c2)cc1 (stereo not given),0%,-10%,7,-2%,5,?,?,0.2,-2%
Oc1ccc(C[C@@H]2CNC(=S)N2CCc2cc(C(F)(F)F)cc(C(F)(F)F)c2)cc1,0%,6%,6,-1%,-7,-8%,?,0.4,-2%
N#CC1=C(N)N(c2ncn[nH]2)C2=C(C(=O)CCC2)C1c1ccc(F)cc1 (stereo not given),0%,-45%,4,-3%,-7,2%,20%,1.3,9%

An excerpt from above, showing only ERG-DNA inh and D2 antagonist.
SMILES	ERG-DNA inh	D2 antagonist
COc1ccc(CC(C)Nc2cccc(SC)c2)cc1 (stereo not given)	-2%	5
Oc1ccc(C[C@@H]2CNC(=S)N2CCc2cc(C(F)(F)F)cc(C(F)(F)F)c2)cc1	-2%	-7

Further results
smiles,Vif-A3G inh,RGS4 inhibitor,LDHA inh,Glioma ERSR ind,D2 antagonist,Vif-APOBEC3F blk,ALOX12 inh,D2 ag,ERG-DNA inh
Cc1nc2cc(C(=O)OCC(=O)N(CC(C)C)C3CCS(=O)(=O)C3)ccc2n1-c1ccccc1 (stereo not given),0%,21%,-2,0%,-9,-2%,-22%,0.1,-4%
COc1ccc(C2CC(C)(c3ccc(OC)cc3)Nc3ccccc3N2)cc1 (stereo not given),-27%,-3%,-2,0%,6,-15%,?,-1.5,-3%
O=C(c1nnc(-c2ccncc2)o1)c1ccccc1Cl,1%,0%,0,-3%,-6,-5%,4%,-0.9,.
CCN(CC)c1nn2c(=O)c(C(=O)NCCc3cccc(C)c3)cnc2s1,6%,13%,-9,-2%,.,1%,-11%,0.5,-1%
Cc1noc(C)c1-c1nc(CS(=O)(=O)c2ccccc2)no1,-2%,4%,-5,-1%,-23,1%,0%,0.0,-5%
Cc1ccc(-c2nnc(N3CCCCC3)c3ccccc23)cc1S(=O)(=O)NCC1CCCO1 (stereo not given),0%,-25%,2,-2%,4,-5%,-20%,0.6,4%
O=C(Nc1ccc2oc(=O)ccc2c1)c1cc2ccccc2o1,0%,-27%,-4,-7%,12,-2%,421%[activator],-0.9,-1%
COc1cc2c(cc1OC)CN(C(=O)NS(=O)(=O)c1ccc(C)cc1)CC2,4%,20%,-6,-4%,.,-2%,0%,.,-13%
CCOc1ccc(Cl)cc1CNCCCSc1nc(C)cc(C)n1,0%,-2%,0,-5%,-26,-4%,?,-1.8,9%
CC1SCC(=O)N(CC(=O)Nc2ccc3c(c2)OCO3)C1=O (stereo not given),2%,8%,-2,3%,0,-5%,-6%,0.3,2%
COc1c(Cl)cnn(-c2ccccc2)c1=O,1%,7%,0,1%,.,-17%,-16%,.,6%
COc1ccccc1N1C(N)=NC(N)=NC1(C)C,-1%&-4%,18%,-12&-1,-4%&-3%,.,-5%&-3%,6%&-6%,.,3%
COc1ccccc1NC(=O)Cn1c(=O)n(Cc2ccco2)c(=O)c2cccnc21,-5%,21%,-16,-3%,.,1%,-11%,-0.5,-2%
CC(=O)NC1C(Oc2ccccc2C)OC2COC(c3ccco3)OC2C1O (stereo not given),1%,-18%,-2,-3%,-5,2%,-7%,0.6,19%
COc1cc2c(c(OC)c1OC)C(c1ccc(O)cc1)CC(=O)O2 (stereo not given),0%,-37%,19,1%&-3%,.,-1%,-16%,.,-8%
CCOCCCNc1nc2c(C)cccn2c(=O)c1/C=C1\SC(=S)N(C(C)CC)C1=O (stereo not given),?,-5%,-12,1%,18,i,?,21,-13%
CCN(CC)CCCN(Cc1cc2cc(OC)ccc2[nH]c1=O)C(=O)Nc1ccc(F)cc1,0%,20%,-3,-3%,-14,0%,0%,0.2,-2%
O=C(CCc1cnccn1)NC1CCCc2c1cnn2-c1ccc(F)cc1F (stereo not given),0%,-9%,1,5%,4,-4%,-3%,0.3,1%
COc1cc(-c2nnc(SCC(=O)N3c4ccccc4Sc4ccccc43)o2)cc(OC)c1OC,-3%,17%,-5,-4%,-26,9%,-22%,0.1,-7%
CC1CC(C)CN(CCCNC(=O)c2ccc(CS(=O)(=O)Cc3ccccc3F)o2)C1 (stereo not given),-3%,5%,-5,-2%,.,-5%,-5%,.,-15%

Next section
smiles,Vif-A3G inh,RGS4 inhibitor,LDHA inh,Glioma ERSR ind,D2 antagonist,Vif-APOBEC3F blk,ALOX12 inh,D2 ag,ERG-DNA inh
Cc1cccc2nc(-c3cccnc3)c(Nc3ccc(C(C)C)cc3)n12,-21%,1%,-8,?,.,3%,-25%,-1.6,-2%
N#Cc1ccccc1S(=O)(=O)N1CCC(C(=O)Nc2cccc(C(=O)NC3CC3)c2)CC1,-2%,17%,2,-5%,-13,?,-11%,0.7,1%
O=[N+]([O-])c1ccc(N2CCN(Cc3ccccc3)CC2)c(S(=O)(=O)N2CCOCC2)c1,-4%,?,4,-6%,-24,2%,20%,-1.6,26%
COc1ccc(COc2cc(-c3cccc(OC)c3)nc3ccc(NC(=O)c4ccc(N(C)C)cc4)cc23)cc1,?,19%,0,-5%&-2%,2,-2%,.,-2.9,7%
O=C(c1ccccc1)N1CCN(S(=O)(=O)c2ccccc2)CC1,-4%&2%,9%&-14%,-9&-4,-3%&0%,-6,-14%,-8%,-0.1,10%
CC(=O)C1=C(O)C(=O)N(CCCCCC(=O)O)C1c1ccc(N(C)C)cc1 (stereo not given),2%,-6%,3,-2%,-30,2%,?,14,12%
CC(C)Cc1cc(CN2CCC(CO)(Cc3cccc(C(F)(F)F)c3)CC2)[nH]n1,-1%,10%,1,-3%,-1,3%,-14%,-0.2,-7%
CC(=O)Nc1cc[n+](C(C)C(=O)c2ccccc2)cc1 (stereo not given),5%,15%,-5,-5%,5,-6%,7%,1.6,-17%
Cc1c(NC(=S)NC(=O)C(c2ccccc2)c2ccccc2)cccc1C(=O)O,-6%,21%,-10,-4%,7,-6%,?,-0.2,-5%
Cc1ccc(NC(=O)CN2C(=O)N/C(=C/c3cc(C)n(-c4cccc(C(=O)O)c4)c3C)C2=O)cc1,-3%,-27%,1,1%,4,-27%,18µM*,2.7,15%
Cc1cc(=O)[nH]c2nnc(-c3ccc(Cl)cc3)n12,0%,10%,-4,-2%,-13,9%,7%,-0.7,-13%
COc1ccc(C(=O)O)cc1F,6%,-30%,-4,3%,13,-7%,-4%,2.4,-17%
O=c1cc(/N=C/c2coc3cc(Br)ccc3c2=O)[nH]c(=S)[nH]1,3%,-39%,-1,1%,-8,-4%,-110%,-0.2,-1%
C=CCn1c(=O)c2c(C)c(C)sc2n2c(Nc3ccccc3)nnc12,-6%,-34%,1,-1%,.,-13%,-2%,.,6%
